Source: PubChem
Rac1 act GTP bind: modulators of GTP binding to human Rac1 activated mutant; AID 764; percent activity (GTP binding), % at 10 µM; 190,000 compounds, 0.11% hits; GST-Rac1 activated beads, fluorescent GTP binding, flow cytometry; actives lie on both sides; 100% means binding = to untreated wells; P63000;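 active = GTP binding at least 20 percentage points away from the 100% baseline, in either direction, so actives lie on both sides; inconclusive = Compound likely fluorescent itself, or too few beads counted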
Bim-Mcl-1: human Bim-Mcl-1 interaction inhibition | Q07820 | inhibition, % at 10 µM | 190,000 compounds, 0.1% hits | Bead-based flow cytometry, Bim peptide-Mcl-1 binding; in the data active = inhibition above about 40%;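 note: 0% = no compound tracer wells and 100% = peptide blocker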
Mcl1 Noxa PPI: disrupts binding of human Mcl-1 to Noxa peptide; 220,000 compounds, 1.5% hits; TR-FRET Mcl-1/Noxa peptide binding, 2 h; inhibition, % at 21.7 µM;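 active = compounds that cut the protein-peptide binding signal by more than 50% relative to plate controls in a single-dose test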;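 note: His-tagged Mcl-1 with rhodamine Noxa BH3 peptide and terbium anti-His antibody; 0% = Mcl-1 plus Noxa peptide wells and 100% = peptide-only wells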
HRas wt GTP: human HRas wildtype GTP binding, change in either direction; P01112; AID 759; GST-Ras wt beads, Bodipy-FL-GTP binding, flow cytometry; actives lie on both sides; 190,000 compounds, 0.14% hits; GTP binding activity, % at 10 µM;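 active = GTP binding activity at least 20% away from the 100% baseline, either lowered as inhibitor or raised as activator; inconclusive = flagged as likely green fluorescent, judged across all proteins in the well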;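 note: 0% = unlabeled GTP competition control and 100% = no-compound control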
Target sequence (P01112 whole entry, looked up): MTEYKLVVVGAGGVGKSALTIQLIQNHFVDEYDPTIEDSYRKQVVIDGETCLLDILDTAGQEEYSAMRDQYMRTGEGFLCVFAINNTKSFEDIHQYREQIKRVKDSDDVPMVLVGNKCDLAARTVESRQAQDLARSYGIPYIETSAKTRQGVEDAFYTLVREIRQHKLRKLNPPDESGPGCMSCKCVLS
Rab7 wt GTP bind: dog Rab7 wildtype GTP binding, inhibitors and activators. GST-Rab7 beads, fluorescent GTP binding, flow cytometry; actives lie on both sides; untreated = 100%, excess cold GTP = 0%. GTP binding activity (percent of control), % at 10 µM. 190,000 compounds, 0.055% hits;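 active = fluorescent GTP binding to Rab7 beads changed by at least 20 points from the 100% baseline, either direction, mostly lower; inconclusive = compound itself probably fluorescent, or too few beads counted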;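 note: median green fluorescence of bound Bodipy-FL-GTP per Rab7 bead population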
Pf gametocyte: kills late stage P. falciparum gametocytes. P. falciparum stage V gametocytes, ATP luminescence, 24 h. AID 743093. 150,000 compounds, 0.065% hits. inhibition, % at 10.9 µM;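 active = inhibition above the mean plus 3 SD of compounds within the control limits, set per campaign, cut at about 38% in these data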;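 note: 0% = DMSO wells and 100% = medium only without gametocytes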
Rac1 wt GTP bind: human Rac1 wildtype GTP binding, inhibitors and activators | 190,000 compounds, 0.27% hits | GTP binding activity (% of control), % at 10 µM | GST-Rac1 beads, fluorescent GTP binding, flow cytometry; actives lie on both sides; 0 = cold GTP competed, 100 = untreated | P63000;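 active = GTP binding activity at least 20 points away from the 100% control level, either lower or higher; inconclusive = compound flagged as likely green fluorescent, judged across all proteins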
Rab2A wt mod: changes GTP binding to wildtype dog Rab2A, up or down. P61105. GST-Rab2 wt beads, Bodipy-GTP binding, flow cytometry. GTP binding activity, % at 10 µM. 190,000 compounds, 0.19% hits. AID 760;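 active = GTP binding activity at least 20 points away from 100%, either lowered or raised; inconclusive = signal likely due to the compound's own green fluorescence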;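 note: 0% = beads with excess unlabeled GTP and 100% = no-compound control corrected for plate trend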
RGS8-Gao reg: regulators of human RGS8-Galphao interaction; response (percent of control binding), % at 10 µM; multiplexed bead flow cytometry, RGS8-Galphao binding; actives lie on both sides; P09471; 220,000 compounds, 0.34% hits; in the data active = response below about 60% or above about 140%; inactive = in between;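 note: Galphao activated as the GDP aluminium fluoride complex binding bead-coupled RGS8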
Target sequence (P09471 whole entry, looked up): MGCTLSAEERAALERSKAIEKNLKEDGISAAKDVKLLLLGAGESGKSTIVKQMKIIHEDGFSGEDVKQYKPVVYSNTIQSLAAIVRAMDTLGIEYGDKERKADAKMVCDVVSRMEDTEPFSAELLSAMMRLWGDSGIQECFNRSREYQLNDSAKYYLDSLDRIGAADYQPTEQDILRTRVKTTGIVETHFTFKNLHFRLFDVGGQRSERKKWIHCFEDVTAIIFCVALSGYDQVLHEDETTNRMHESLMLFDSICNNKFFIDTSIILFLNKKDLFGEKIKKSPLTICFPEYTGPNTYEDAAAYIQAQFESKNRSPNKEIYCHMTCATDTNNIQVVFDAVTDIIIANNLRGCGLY
Mcl1-Bid inh: Mcl-1/Bid interaction inhibition. TR-FRET Mcl-1/Bid-Dy647 peptide binding, 1536-well. inhibition, % at 21.7 µM. 220,000 compounds, 0.97% hits. AID 1021;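 active = compounds that cut the binding signal by more than half at the single screening dose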;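 note: His-tagged Mcl-1 with europium anti-His antibody binding Bid BH3 peptide; 0% = Mcl-1 plus peptide wells and 100% = peptide-only wells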
Cdc42 wt: changes GTP binding to wildtype human Cdc42. 190,000 compounds, 0.2% hits. percent activity (GTP binding), % at 10 µM. GST-Cdc42 beads, Bodipy-GTP binding, flow cytometry; actives lie on both sides;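 active = percent activity GTP binding at least 20 points away from the 100% baseline, either down as inhibitor or up as activator; inconclusive = compound flagged as likely green fluorescent from well-wide comparison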;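 note: median bead fluorescence of bound Bodipy-FL-GTP at 100 nM; 0% = excess unlabeled GTP control and 100% = no compound control; below 100% means less GTP binding so inhibitor and above means activator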
Target sequence (P60953 whole entry, looked up): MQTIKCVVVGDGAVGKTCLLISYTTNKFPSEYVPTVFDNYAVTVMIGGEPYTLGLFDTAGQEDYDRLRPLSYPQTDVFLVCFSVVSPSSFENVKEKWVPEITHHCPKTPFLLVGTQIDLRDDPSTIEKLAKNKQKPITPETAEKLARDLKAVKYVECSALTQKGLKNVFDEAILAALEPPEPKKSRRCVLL
An asterisk follows results filed as active; ? = inconclusive; . = no result given.

SMILES	Rac1 act GTP bind	Bim-Mcl-1	Mcl1 Noxa PPI	HRas wt GTP	Rab7 wt GTP bind	Pf gametocyte	Rac1 wt GTP bind	Rab2A wt mod	RGS8-Gao reg	Mcl1-Bid inh	Cdc42 wt
CC(C)(C)OC(=O)N1CCC(C(N)=O)CC1	99	-2	-9	103	102	.	105	101	100	17	102
CSC(=N/N=C(\N)c1cnccn1)SC	102	-2	1	101	103	-3	104	99	94	-39	102
O=C(NN1CCOCC1)c1cccc2ccccc12	101	-4	22	99	102	.	107	100	102	8	104
Cc1cc(SCCC(=O)O)nc2c(C)cccc12	99	-5	-18	98	99	.	101	102	101	-43	100
c1ccc(-c2nccc(-c3ccco3)n2)nc1	94	1	-16	93	96	2	97	94	100	-48	100
CCN(CC)C(=O)C1CCCN(Cc2ccc(N(C)C)cc2)C1 (stereo not given)	102	-4	49	102	105	0	107	104	102	36	103
CCOc1ccc(NC(=S)N2CCN(c3ccc(N4CCOCC4)nn3)CC2)cc1	97	1	11	100	103	-16	101	103	101	-29	103
CC(O)CNCCCOc1ccc(Cl)cc1C(C)(C)C (stereo not given)	95	-3	25	97	96	-26	99	96	102	13	98
COCCCNC(=O)CCn1c(=O)c2ccccc2n(CC(=O)NCCc2ccc(OC)c(OC)c2)c1=O	99	-1	4	98	94	27	102	96	100	-8	99
C=C1c2cc(C)ccc2NC(=O)N1c1ccc(C)cc1	99	-5	-23	101	101	11	105	99	99	-28	103
O=C(Nc1ccc(Cl)cc1)c1ccc(-n2cccn2)c([N+](=O)[O-])c1	91	-1	6	98	100	.	97	97	100	-21	97
CCCCC1S/C(=N/N=C/c2ccco2)NC1=O (stereo not given)	99	-7	10	101	100	.	104	101	100	-16	106
COCCNC(=O)C1CC(c2ccc([N+](=O)[O-])cc2)=NO1 (stereo not given)	99	-6	14	102	100	.	109	101	102	6	106
O=C(Nc1ccccc1)Nc1ccc(C(=O)N2CCOCC2)cc1	98	-1	10	99	100	.	102	100	100	-4	102
Cc1ccc(-c2nn(CC(=O)NC(C)c3ccccc3)c(=O)c3ccccc23)cc1 (stereo not given)	94	0	-8	99	98	.	97	99	102	-16	97
CC(=O)c1ccc(N2CCN(C(=O)Nc3ccc(Cl)cc3)CC2)cc1	98	-2	-6	98	94	.	102	96	103	-17	97
Cc1c(C(=O)C(=O)NCc2cccs2)c2ccccc2n1C	98	1	-9	98	103	-3	98	98	109	-14	98
COc1cccc(/C=C2\SC(=S)N(N3C(=O)CCCC3=O)C2=O)c1	93	0	-7	93	94	14	91	94	100	-26	95
Cc1cc(C)c(S(=O)(=O)NCC2CCC(C(=O)NCc3ccc4c(c3)OCO4)CC2)c(C)c1 (stereo not given)	98	2	-8	103	99	2	102	99	99	-18	103
COC(=O)c1c(NC(=O)c2ccoc2C)sc2c1CCC2	?	-1	15	?	?	.	?	?	99	-29	?
O=C(NCc1ccc2c(c1)OCO2)C1CCCN1C(=O)Nc1ccc(F)cc1 (stereo not given)	99	-2	-7	100	102	.	104	101	102	5	102
O=C(/C=C/c1ccccc1)Nc1ccc(CN2CCOCC2)cc1	97	0	10	98	96	7	99	96	101	-22	99
Cc1ccc(/C=N/N2CCN(Cc3ccccc3)CC2)o1	97	1	0	97	98	.	100	98	96	-67	100
CC(=O)c1ccc(N2CCN(C(=O)CCN3C(=S)NC(C)(C)CC3C)CC2)cc1 (stereo not given)	96	-2	5	96	94	-1	99	94	100	-34	98
CCCCCCC(=O)Nc1c(O)c2ccccc2[nH]c1=O	99	-5	6	101	99	19	109	103	101	-13	105
Cc1ccc(C2(C(F)(F)F)NC(=O)N3CCN=C3S2)cc1 (stereo not given)	98	0	-9	98	99	-13	101	100	100	-14	98
Cc1sc2ncnc(SCC(=O)c3ccc(Cl)s3)c2c1C	100	-3	11	106	103	.	103	105	97	-5	107
O=C(NCC1CCCO1)/C(=C\c1cccc([N+](=O)[O-])c1)NC(=O)c1ccccc1 (stereo not given)	93	1	12	100	97	-6	101	99	102	-12	96
CN(CC(=O)N1CCc2[nH]c3ccc(F)cc3c2C1)CC1OCCO1	99	-5	11	102	101	.	108	101	100	-16	103
CCc1cc(C(=O)NCCN(C)C)cs1	96	-2	9	98	98	.	96	97	101	-11	98
CCCS(=O)(=O)N1CCCC(C(=O)NCC2CCCO2)C1 (stereo not given)	98	0	-14	99	96	.	99	98	104	-32	100
N#C/C(=N\Nc1ccc(S(=O)(=O)N2CCc3ccccc32)cc1)C(N)=S	?	2	60*	?	?	-4	?	?	95	-7	?
CCOC(=O)c1ccc(NC(=O)CSc2nnc(CNc3ccc(OC)cc3)n2C)cc1	95	0	22	97	96	.	97	97	100	-125	98
COc1ccc(C)cc1S(=O)(=O)Nc1ccccc1	97	2	12	98	98	.	102	96	105	-14	102
Cc1onc(-c2c(Cl)cccc2Cl)c1C(=O)N1CCCc2ccccc21	101	-1	3	103	102	.	104	102	101	-4	104
CCOc1ccc2[nH]c3c(N4CCN(c5ccccn5)CC4)ncnc3c2c1	99	2	37	94	96	-11	101	95	106	-14	97
CN(c1ccc(OCC(=O)OCC(=O)NCc2ccco2)cc1)S(=O)(=O)c1ccc2ccccc2c1	97	-1	9	99	108	1	101	100	94	-27	97
CC(C)OCC(O)CS(=O)Cc1ccccc1 (stereo not given)	94	-3	-2	97	94	.	94	96	102	5	97
O=C(Cc1ccccc1)N1CCN(C(=O)c2ccco2)CC1	102	-1	11	104	99	.	106	103	104	-8	103
Cc1cnc(C(=O)Nc2cccc(S(=O)(=O)N(C)C)c2)cn1	98	-1	17	97	98	-4	102	96	99	-15	102
COC(=O)CSc1nnc(-c2ccco2)o1	?	-1	4	?	?	.	?	?	102	27	?
C=CCn1c(-c2ccc(Cl)cc2)cnc1SC(C)C(=O)NC(N)=O (stereo not given)	96	-5	-14	100	101	16	103	97	99	-37	99
OCCSc1nc(-c2ccccc2)nc2ccc(F)cc12	96	19	7	100	106	6	100	97	101	16	99
O=S(=O)(c1cnc[nH]1)N1CCN(c2ccc(Cl)cc2)CC1	100	0	-5	101	101	.	102	98	98	-14	100
CCC(C)(C)C1CCC2(CC1)NC(=O)N(CC(=O)Nc1nc(-c3ccc(C)cc3)cs1)C2=O (stereo not given)	99	-3	-5	102	99	-3	98	104	103	-36	100
COc1cc(NC(=O)c2cccs2)cc(OC)c1	96	-1	-3	98	97	.	99	97	98	-8	100
Cn1cccc1C(=O)c1cccc([N+](=O)[O-])c1	98	0	3	97	100	11	101	98	101	-33	98
COc1ccc(NC(=O)CSc2nc(NS(=O)(=O)c3ccc(C)cc3)cc(=O)[nH]2)cc1	99	-3	10	105	104	2	108	100	93	-16	101
O=C(Nc1cccc(F)c1)c1cccnc1N1CCOCC1	102	0	20	103	100	-7	108	102	101	-8	105
Cn1cc(S(=O)(=O)Nc2ccc(Br)cc2F)c(=O)n(C)c1=O	94	0	11	95	96	.	94	92	102	-1	90
COC(=O)c1cc2c(C)[nH]c(C)c2cc(C(=O)OC)c1=O	100	1	38	95	98	11	100	97	99	-84	101
CCOc1ccccc1N1CCN(S(=O)(=O)c2cc(C)ccc2OC)CC1	96	-2	-13	98	108	20	100	99	95	-9	100
CCOc1cc(NC(=S)Nc2ccccc2)c(OCC)cc1NC(=O)c1ccccc1	97	-1	-2	102	106	-26	105	101	93	-63	97
Cn1cc(Br)c(C(=O)N/N=C/c2cccc(OC3CSC3)c2)n1	101	-4	16	102	100	-1	104	102	91	-30	99
CCN(Cc1ccccc1)C(c1cc2cc(C)ccc2[nH]c1=O)c1nnnn1CCOC (stereo not given)	99	-4	9	103	99	14	101	102	97	-1	102
O=C(O)C1CCN(Cc2cnn(-c3ccccc3)c2-n2cccc2)CC1	98	1	.	100	97	.	106	97	98	-19	102
Cc1ccc(NC(=O)NCCN2C(=O)C3C4C=CC(C4)C3C2=O)cc1 (stereo not given)	99	-1	-10	103	103	.	106	102	102	-4	103
CN(C)c1nc(N)nc(N(c2ccccc2)c2ccccc2)n1	97	0	1	101	103	.	104	100	100	8	99
Cc1ccccc1N1CC(c2nc3ccccc3[nH]2)CC1=O (stereo not given)	100	1	-4	102	104	26	104	102	97	0	103
N=c1ccn(CC(=O)c2ccc(-c3ccccc3)cc2)cc1	97	0	19	100	103	.	100	100	106	1	100

Quoted at random: two compounds from above
SMILES	Rac1 act GTP bind	Bim-Mcl-1	Mcl1 Noxa PPI	HRas wt GTP	Rab7 wt GTP bind	Pf gametocyte	Rac1 wt GTP bind	Rab2A wt mod	RGS8-Gao reg	Mcl1-Bid inh	Cdc42 wt
Cc1ccccc1N1CC(c2nc3ccccc3[nH]2)CC1=O (stereo not given)	100	1	-4	102	104	26	104	102	97	0	103
Cn1cc(Br)c(C(=O)N/N=C/c2cccc(OC3CSC3)c2)n1	101	-4	16	102	100	-1	104	102	91	-30	99

Next results
SMILES	Rac1 act GTP bind	Bim-Mcl-1	Mcl1 Noxa PPI	HRas wt GTP	Rab7 wt GTP bind	Pf gametocyte	Rac1 wt GTP bind	Rab2A wt mod	RGS8-Gao reg	Mcl1-Bid inh	Cdc42 wt
COC(=O)c1c(C(=O)OC)c(-c2ccc(Cl)c(Cl)c2)n2c1CCC2	97	-5	-18	99	99	.	103	98	104	-7	101
Cc1cc(C)c2cc(C)c(SCC(=O)NCc3ccco3)nc2c1	91	-1	6	96	100	3	94	96	100	-37	91
COc1ccc(S(=O)(=O)N2CCC(C(=O)OCC(=O)c3ccccc3)CC2)cc1[N+](=O)[O-]	102	0	-9	101	98	-11	107	102	104	-2	103
COc1ccccc1OCCNC(=O)Nc1ccc(Br)cc1	98	4	11	99	102	-19	100	97	99	-3	97
C=CCn1nnnc1SCC(=O)Nc1cccc(OC)c1	94	-2	-6	94	96	-16	94	97	114	16	92
CC(C(=O)NCC1CCCCC1)N1CCN(S(=O)(=O)c2ccccc2F)CC1 (stereo not given)	98	0	10	103	99	5	99	104	105	-5	101
CCOC(=O)CNc1nnc(SCC(=O)OCC)[nH]c1=O	101	3	11	102	101	2	104	102	93	-35	103
CC(C)NC(=O)COC(=O)c1cncc(Br)c1	93	5	7	91	99	.	90	94	104	-33	95
O=C(NCC1CCCO1)C(=O)NCC(c1ccco1)N1CCN(c2ccccc2)CC1 (stereo not given)	101	-1	3	104	100	10	107	99	100	-44	103
COc1ccc2[nH]c3c(=O)n(CCCCCC(=O)NCCC(C)C)c(=S)[nH]c3c2c1	98	-1	5	99	102	-19	98	99	104	-32	97
O=C(Nc1ccc(N2CCOCC2)c(Cl)c1)c1ccc(Cl)cc1	99	-1	0	99	104	0	102	103	99	-34	98
